ER stress death: ER stress cell death inhibition | relative survival (cellular ATP), % at 15 µg/mL (by protocol) | CSM14.1 thapsigargin ER stress survival, ATP luminescence | actives 0.33% (n = 48,000);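 active = survival measured by cellular ATP above 50% at 15 µg/ml in the first screen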;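 also: cell death triggered by about 15 µM thapsigargin; ATP read 24 h after thapsigargin was added; plate controls were thapsigargin with DMSO for no effect and DMSO without thapsigargin for full effect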
The depositor's hits bear a star. These rows are one share of the data; rates above refer to the full screens.

SMILES | ER stress death
Cc1ccc(S(=O)(=O)Nc2ccc3ccccc3c2)cc1 | -6
O=S1(=O)CCC(Nc2ccccc2)C1 (configuration not stated) | 6
CC(=O)Nc1cc(-c2ccccc2)nn1Cc1ccccc1 | 4
Oc1cccc(C=NC2CCCCC2)c1 | -8
CC(C)COC(=O)c1ccc(NC(=O)COc2ccccc2Cl)cc1 | -4
CCCCNCCCCCOc1c(C)cc(C)cc1C | -3
COc1ccc(C(=O)CSc2nc3ccccc3c(=O)[nH]2)cc1 | 12
CC(=O)NS(=O)(=O)c1ccc(NC(=O)c2ccc(F)cc2)cc1 | 1
O=C(O)CCC(=O)N1N=C(c2c(-c3ccccc3)c3cc(Cl)ccc3[nH]c2=O)CC1c1ccccc1 (configuration not stated) | 10
Cc1ccccc1OCC(=O)Nc1ccc2c(c1)Cc1ccccc1-2 | 7
Cc1ccc(-c2nc3ccccc3o2)cc1NC(=S)NC(=O)c1ccc(Cl)cc1 | 2
O=C1C(Cl)=C(c2ccc(Cl)cc2)C(=O)N1c1ccc(Cl)cc1 | 1
CCc1ccc(NC(=O)CSc2nnc(SCC(=O)Nc3ccc(CC)cc3)s2)cc1 | -2
O=C(NCCCc1ccccc1)C(Sc1ccccc1)c1ccccc1 (configuration not stated) | -3
O=C(O)CCC(=O)NCc1ccc(Cl)cc1 | -2
CN(CCO)S(=O)(=O)c1ccc(N)cc1 | 8
O=C(CCN1C(=O)/C(=C/c2cccs2)SC1=S)Nc1ccc(F)cc1 | 10
CCOC(=O)c1sc(NC(=O)c2ccc(Cl)cc2Cl)nc1C | 3
O=C(NCCc1ccc(F)cc1)C(=O)Nc1cccc(Cl)c1 | 0
O=C(Nc1cccc(Br)c1)C(=O)NC1CCCC1 | 2
O=C1N=C(N2CCCCCC2)S/C1=C\c1ccccc1 | 15
O=C(c1ccc(-c2ccc([N+](=O)[O-])cc2)o1)N1CCOCC1 | -2
O=[N+]([O-])c1ccc(N2CCOCC2)c(Cl)c1N1CCOCC1 | 1
COc1ccccc1NC(=O)c1c(NC(=O)c2cccc(C)c2)sc2c1CCC2 | 2
NC(=O)c1cccc2c1-c1ccccc1C2 | 6
COc1ccc(-c2ccc(C3NC(=O)c4c(sc5c4CCN(C)C5)N3)o2)cc1Cl (configuration not stated) | -1
COc1cccc(C(c2c(C)[nH]n(-c3ccccc3)c2=O)c2c(C)[nH]n(-c3ccccc3)c2=O)c1O | -1
O=S(=O)(c1ccc2ccccc2c1)n1nnc2ccccc21 | 8
Cc1ccc(NC(=S)NNC(=O)CCn2c3ccccc3c3ccccc32)cc1 | 6
C=CC(=O)NC(NC(=O)C=C)c1ccc(OC)cc1 | 3
COc1ccc(-c2nnnn2C)cc1S(=O)(=O)Nc1ccc(C)c(Cl)c1 | -1
COc1ccc(N/C(C)=C/C(=O)c2ccc(F)cc2)cc1 | -3
Cc1ccc(N2C(=O)c3ccc(C(=O)O)cc3C2=O)nc1 | 5
CN(C)c1ccc(/C=N/NC(=O)c2ccco2)o1 | 9
Cc1cccc(OCC(=O)N/N=C/c2c3ccccc3cc3ccccc23)c1 | 4
O=C(/C=C/c1c[nH]c2ccccc12)c1ccc(Cl)cc1 | 5
COc1cc(/C=N/Nc2cc(N3CCCCC3)nc(N3CCCCC3)n2)ccc1O | 1
COc1ccccc1N(CC(=O)NC(C)(C)C)S(=O)(=O)c1ccccc1 | 0
O=CN1CCN(c2nc(-c3ccccc3)c3cc(Cl)ccc3n2)CC1 | 2
C#CCOc1c(I)cc(I)cc1/C=N/NC(N)=S | 0
O=C(O)CC/C(=N\NS(=O)(=O)c1ccccc1)c1ccccc1 | -1
NS(=O)(=O)c1cccc(NC(=O)c2ccc3c(c2)OCCO3)c1 | -3
CC1(O)CC(=O)C(C(=O)c2ccccc2)C(c2cccc([N+](=O)[O-])c2)C1C(=O)c1ccccc1 (configuration not stated) | 29
Cc1ccc(-c2cc(C(=O)NC(C)C)c3ccccc3n2)c(C)c1 | 7
COc1ccc(CC2S/C(=N\N=C\c3ccc(O)cc3)NC2=O)cc1 (configuration not stated) | -3
COc1ccc(NC(=O)c2ccccc2[N+](=O)[O-])cc1Cl | 8
CCOC(=O)c1c(NC(=O)Cc2cccs2)sc(C(=O)Nc2cc(C(F)(F)F)ccc2Cl)c1C | 1
CC(C)C1=NN2C(=N)/C(=C/c3ccc(-c4cccc([N+](=O)[O-])c4)o3)C(=O)N=C2S1 | -4
CCCC(=O)C1=C(SCC)CC(C)(C)CC1=O | -1
Cc1cc(NC(=O)c2cccc(OC(C)C)c2)no1 | -1
COC(=O)c1ccc(/C=c2\sc3nc4cc(C)c(C)cc4n3c2=O)cc1 | 5
COc1cc(S(=O)(=O)n2ccnc2C)c(OC)cc1Cl | -5
Cc1cc(=O)oc2cc(OCc3ccccc3)c(O)cc12 | 8
COc1ccccc1NC(=O)c1c(NC(C)=O)sc2c1CCCC2 | -1
CSc1nc(=O)n(-c2ccc3ccccc3c2)c(C)c1C(C)=O | -2
COc1ccccc1CC1CC(=O)N(c2ccc(Cl)c(Cl)c2)C1=O (configuration not stated) | 5
CCOC(=O)c1cnn(CCOc2ccccc2)c1N | 11
Cc1ccc(S(=O)(=O)/N=C(\Nc2nc(C)cc(C)n2)Nc2ccccc2C)cc1 | 12
CN(C)c1ccc(N=C2Sc3ccc4ccccc4c3C2=O)cc1 | 0
CC(=O)N1CCN(c2ccc(NC(=O)c3sc4ccccc4c3Cl)cc2)CC1 | 6

Other records follow:
SMILES | ER stress death
O=S(=O)(Nc1ccc(Oc2ccccc2)cc1)c1ccc(F)cc1 | -8
Clc1cccc(-c2nc3ccccc3[nH]2)c1 | -2
COC(=O)NC1(C(Cl)Cl)N=C(c2ccccc2)N=C1N (configuration not stated) | 9
O=C(Cc1ccccc1)N1N=C(c2cccnc2)CC1(O)C(F)(F)F (configuration not stated) | 13
COc1ccccc1CNS(=O)(=O)c1ccc2ccccc2c1 | 8
CCOc1ccc(C(=O)NCc2cccs2)cc1OCC | 1
CCc1ccccc1NC(=O)c1c(NC(=O)c2cccs2)sc2c1CCC2 | -1
COc1ccccc1/C=N/NC(=O)CCc1c(C)n[nH]c1C | 5
COc1ccccc1N1C(=O)CC(SC(=NCCc2ccccc2)Nc2ccccc2)C1=O (configuration not stated) | 8
COc1cccc2cc(-c3nc(-c4cc5cc(Br)ccc5oc4=O)cs3)c(=O)oc12 | 0
Brc1ccc(C2=NCCO2)cc1 | 4
CCC1CCc2c(sc(NC(=O)c3ccc4c(c3)OCO4)c2C(=O)OC)C1 (configuration not stated) | -3
Cc1ccc2[nH]c(C(=O)NN=C3CCCCC3)c(-c3ccccc3)c2c1 | -1
O=C(Nc1ccc[n+](CC(=O)c2cc3ccccc3oc2=O)c1)c1ccccc1 | -16
NNc1ccc(/C=C/c2ccc(NN)cc2S(=O)(=O)O)c(S(=O)(=O)O)c1 | -4
COC(=O)c1c(C)oc2cc(Br)c(OCc3ccccc3F)cc12 | -1
C/C(=N\OCc1nc2c3c4c(sc3ncn2n1)CCCC4)c1ccc(Br)cc1 | 4
NS(=O)(=O)c1cccc(-c2ccc(C=O)o2)c1 | -2
CCOC(=O)c1ccc(NC(=O)COc2ccc(Br)cc2)cc1 | 4
COc1cccc(/C=C2/C(=O)NC(=O)N(C)C2=O)c1O | 4
CN1CCN(c2ccc3c4c(cccc24)C(=O)c2ccccc2-3)CC1 | 5
O=C(CSc1ccccn1)c1ccc(-c2ccccc2)cc1 | 6
O=C(Nc1ccc(C(=O)N2CCOCC2)cc1)Nc1cccc2ccccc12 | 2
O=C(Nc1ccccc1)c1ccccc1NC(=O)C(c1ccccc1)c1ccccc1 | 0
COC(=O)C1=C(C)N(Cc2ccccc2)C(=O)/C1=C\c1cccs1 | 1
CCOC(=O)NC(NCc1ccco1)(C(F)(F)F)C(F)(F)F | 6
Cc1ccc(Cc2cnc(NC(=O)Cc3ccccc3)s2)cc1 | 10
C/C(CC(=O)Nc1cccc(C)n1)=N\NC(=O)c1ccco1 | 9
Cc1cc(NC(=O)CSc2nc3ccccc3o2)no1 | 5
CCC(Oc1ccccc1)C(=O)Nc1nc2ccc(S(C)(=O)=O)cc2s1 (configuration not stated) | -1
Cc1nn(CC(=O)Nc2c(C)n(C)n(-c3ccccc3)c2=O)c(C)c1[N+](=O)[O-] | 10
Cc1cccc(/C(N)=N/OC(=O)Cc2ccc(Cl)cc2)c1 | 6
NC1=NC(=O)/C(=C\c2cc(Br)ccc2OCc2ccccc2F)S1 | 6
COc1cc(/C=N/Nc2nc(N3CCOCC3)nc(N3CCOCC3)n2)cc(Cl)c1O | 4
O=C(CNc1ccc2ccccc2c1)N/N=C/c1ccc(Br)c([N+](=O)[O-])c1 | 10
Cc1ccc(C(=O)Nc2c(Cl)cccc2Cl)cc1[N+](=O)[O-] | 8
CC1=C(C(=O)OCCc2ccccc2)C(c2cc([N+](=O)[O-])ccc2Cl)C2=C(CCCC2=O)N1 (configuration not stated) | 33
O=C1S/C(=C/c2ccc(O)c([N+](=O)[O-])c2)C(=O)N1c1ccccc1 | 2
Cc1cc(C(=O)N/N=C/c2c(C)nn(-c3ccccc3)c2C)n[nH]1 | 5
Cc1cc(C(=O)N/N=C/C(Br)=C/c2ccccc2)n[nH]1 | 0
CC(=O)c1c(C(C)=O)c(C)n(-c2ccc(C)cc2)c1C | 1
Cc1nc2c(c(C)nn2-c2ccccc2)c(C)c1C | -1
Cc1ccccc1CC1S/C(=N\N=C\c2ccc(N(C)C)cc2)NC1=O (configuration not stated) | -2
CC1=C(C(=O)OC2CCCCC2)C(c2cccc([N+](=O)[O-])c2)C2=C(CCCC2=O)N1 (configuration not stated) | 7
Cc1ccc(CNC(=O)c2ccc(Cl)c([N+](=O)[O-])c2)cc1 | 12
Cc1ccc2oc(C(=O)Nc3ccc(N4CCOCC4)c(Cl)c3)c(C)c2c1 | -4
C=C1CSc2nc(=O)c3c4c(sc3n21)CCC4 | 2
Oc1ccccc1/C=N/Nc1c(Cl)cc(Cl)cc1Cl | -2
COc1ccccc1/C=C1\SC(=S)N(CC(=O)NNc2ccccc2)C1=O | 6
C=CCN1C(=O)c2ccccc2C1(O)c1ccc(Cl)cc1 (configuration not stated) | 1
COC(=O)C1=C(C)NC(=O)CC1c1cccc(OC)c1OC (configuration not stated) | 4
COc1ccc(C(=O)C2C(=O)c3ccccc3C2=Nc2ccccc2)cc1 (configuration not stated) | -3
CC(=O)c1cccc(NC(=O)COc2ccc(C)cc2C)c1 | -1
Nc1ccc(-c2nnc(-c3ccccc3)o2)cc1 | -3
CCc1nc2c(C)ccc(C)c2c(N)c1C | -11
O=C1CCCC2=C1C(c1cccs1)Nc1ccc(C(=O)c3ccccc3)cc1N2 (configuration not stated) | -2
O=C(Cn1c(NCCCO)nc2ccccc21)c1ccc(Br)s1 | -8
Cc1ccc(Br)cc1S(=O)(=O)n1nnc2ccccc21 | 1
COc1ccc(N2CC(C(=O)N/N=C/c3cccs3)CC2=O)cc1 (configuration not stated) | 2
O=C(CCc1ccccc1)Nc1ccc(Cl)c([N+](=O)[O-])c1 | -3

In another format: results already given.
molecule,ER stress death
Cc1cccc(/C(N)=N/OC(=O)Cc2ccc(Cl)cc2)c1,6
NC1=NC(=O)/C(=C\c2cc(Br)ccc2OCc2ccccc2F)S1,6
COc1cc(/C=N/Nc2nc(N3CCOCC3)nc(N3CCOCC3)n2)cc(Cl)c1O,4
O=C(CNc1ccc2ccccc2c1)N/N=C/c1ccc(Br)c([N+](=O)[O-])c1,10
Cc1ccc(C(=O)Nc2c(Cl)cccc2Cl)cc1[N+](=O)[O-],8
CC1=C(C(=O)OCCc2ccccc2)C(c2cc([N+](=O)[O-])ccc2Cl)C2=C(CCCC2=O)N1 (configuration not stated),33
O=C1S/C(=C/c2ccc(O)c([N+](=O)[O-])c2)C(=O)N1c1ccccc1,2
Cc1cc(C(=O)N/N=C/c2c(C)nn(-c3ccccc3)c2C)n[nH]1,5
Cc1cc(C(=O)N/N=C/C(Br)=C/c2ccccc2)n[nH]1,0
CC(=O)c1c(C(C)=O)c(C)n(-c2ccc(C)cc2)c1C,1
Cc1nc2c(c(C)nn2-c2ccccc2)c(C)c1C,-1
Cc1ccccc1CC1S/C(=N\N=C\c2ccc(N(C)C)cc2)NC1=O (configuration not stated),-2
CC1=C(C(=O)OC2CCCCC2)C(c2cccc([N+](=O)[O-])c2)C2=C(CCCC2=O)N1 (configuration not stated),7
Cc1ccc(CNC(=O)c2ccc(Cl)c([N+](=O)[O-])c2)cc1,12
Cc1ccc2oc(C(=O)Nc3ccc(N4CCOCC4)c(Cl)c3)c(C)c2c1,-4
C=C1CSc2nc(=O)c3c4c(sc3n21)CCC4,2
Oc1ccccc1/C=N/Nc1c(Cl)cc(Cl)cc1Cl,-2
COc1ccccc1/C=C1\SC(=S)N(CC(=O)NNc2ccccc2)C1=O,6
C=CCN1C(=O)c2ccccc2C1(O)c1ccc(Cl)cc1 (configuration not stated),1
COC(=O)C1=C(C)NC(=O)CC1c1cccc(OC)c1OC (configuration not stated),4
COc1ccc(C(=O)C2C(=O)c3ccccc3C2=Nc2ccccc2)cc1 (configuration not stated),-3
CC(=O)c1cccc(NC(=O)COc2ccc(C)cc2C)c1,-1
Nc1ccc(-c2nnc(-c3ccccc3)o2)cc1,-3
CCc1nc2c(C)ccc(C)c2c(N)c1C,-11
O=C1CCCC2=C1C(c1cccs1)Nc1ccc(C(=O)c3ccccc3)cc1N2 (configuration not stated),-2
O=C(Cn1c(NCCCO)nc2ccccc21)c1ccc(Br)s1,-8

(list continues)
SMILES | ER stress death
CCC(=O)N1c2ccccc2C(N(C(=O)c2ccccc2)c2cccc([N+](=O)[O-])c2)CC1C (configuration not stated) | 5
N#CC(C#N)=C1C(Cl)=C(Cl)c2ccccc21 | -4
CCOc1cc(OCC)cc(C(=O)Nc2ccc(Cc3ccncc3)cc2)c1 | 11
O=C1N=C(N2CCCCCC2)S/C1=C\c1ccc(O)cc1 | 2
Cc1nc2ccc(NC(=S)N3CCCC3)cc2nc1C | 6
COc1ccc(Br)cc1C1C(C(=O)OCCOC(C)C)=C(C)NC2=C1C(=O)CCC2 (configuration not stated) | 0
Cc1cccc(-c2nc3sc4c(c3c(=O)o2)CCC4)c1 | 5
COc1ccc(OC)c(N2C(=O)c3ccc(OC)c(OC)c3C2=O)c1 | 10
Cc1ccc(C(=O)Oc2cccc3ccc(C)nc23)cc1 | -2
COc1ccccc1N1CCN(/N=C\c2ccccc2[N+](=O)[O-])CC1 | 7

Source: PubChem BioAssay
